Bioassay records deposited in PubChem by several laboratories.
PMI inhibitors – MPI enzyme activity inhibition – biochemical, fluorescence intensity, coupled assay, primary screen (AID 1209); purified PMI enzyme, coupled fluorescence intensity; higher % means a stronger effect; inhibition, % at 20 µM, or IC50 in µM where a hit was titrated; 190,000 compounds, 0.42% hits; in the data active = inhibition above about 50%;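 note: plate controls were DMSO vehicle for no effect and wells lacking substrate for full effect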
Ins promoter up – MIN6 insulin promoter up-regulation; 190,000 compounds, 0.3% hits; MIN6 insulin promoter-GFP reporter, high-content imaging; active compounds read high; z-score at 5 µM;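 active = z-score above 3 at 5 µM with at least 500 cells counted in the well; inconclusive = wells under 500 cells, flagged as cytotoxic or low count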
TNAP activation fold – stimulation of alkaline phosphatase TNAP activity – biochemical, luminescent, no phosphate acceptor, uHTS, primary screen (AID 1001); purified TNAP, luminescent activation assay, no phosphate acceptor; higher activation fold means a stronger effect; activation fold at 20 µM; hits with a dose series show EC50 in µM; 200,000 compounds, 0.03% hits; in the data active = activation fold from about 3, or a potency from the dose series; inactive = the rest, 99 in 100 with activation fold below about 1.6; note: many of its hits are not listed in these tables
T cell HTS – T cell immune modulators affecting CD8 T cell-vesicle binding; 2C CD8+ T cell-vesicle binding, flow cytometry; active compounds read low; calls only at 7 µM; 330,000 compounds, 0.068% hits; AID 2052;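 active = response, share of CD8 T cells binding vesicles, and their 90th percentile fluorescence all below set limits, cut at about 80% in these data, passing the limit was not always enough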
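System: murine 2C transgenic CD8+ T lymphocytes; also added: QL9-loaded Drosophila micro-vesicles; times: binding 1.5 h at 37 °C; measured by: flow cytometry, PE anti-B7-1 (FL2) versus Alexa647 anti-CD8 (FL8), PFA-fixed; control set: Peptide-free naked vesicles (low) and QL9 vesicles with 0.7% DMSO vehicle (high)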
MT stabilizer – microtubule stabilizers in HeLa cells; HeLa tubulin immunostaining HCS, 24 h; share of cells brighter than vehicle mean+2SD; % tubulin-high responders, % at 10 µM; 200,000 compounds, 0.83% hits; AID 2205;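 active = plate Z-score above 3 for both tubulin-high and condensed-nucleus cell shares, with cell loss under 80%, at 10 µM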;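 note: anti alpha tubulin signal scored within the nucleus-defined area of each cell; some results filed as inactive read as strong as hits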
Myeloid diff 2 – myeloid differentiation induction; ER-HoxA9 myeloid progenitors, lysozyme-GFP differentiation, flow cytometry; calls only at 10 µM; 360,000 compounds, 1% hits;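 active = normalized GFP-positive differentiation at or above the plate's own cutoff, the solvent-only control mean plus 3 SD; inconclusive = no clear call, values can overlap the other calls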;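 note: cells exposed to compound for four days before flow analysis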
Hep lipid drop – hepatic lipid droplet formation modulation; inhibition, % at 6.5 µM; AML12 mouse hepatocytes, oleate lipid droplets, BODIPY imaging; AID 1656; 240,000 compounds, 0.4% hits;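 active = lipid droplet intensity inhibited by at least 50%, with more than 500 cells counted; inconclusive = wells with under 300 cells, treated as cytotoxic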
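material = mouse AML12 hepatocyte cell line, fixed after treatment | also added = 100 µM oleic acid challenge | doses = compound at 6.5 µM only | schedule = overnight exposure | technique = Image-based BODIPY and DAPI two-channel analysis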
b-catenin transl – beta-catenin nuclear translocation modulation; nuclear translocation activity, % at 5 µM; HeLa beta-catenin nuclear translocation, immunofluorescence imaging; 190,000 compounds, 0.3% hits;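 active = nuclear translocation activity above 50% at 5 µM, with a well cell count of 50 or more; inconclusive = wells under 50 cells across six images, flagged as toxic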;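 note: per-cell ratio of nuclear to cytoplasmic median beta-catenin stain intensity; plate controls were DMSO negative control for no effect and GSK-3 inhibitor IX positive control for full effect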
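test system = HeLa cells, endogenous beta-catenin | dosing = single 5 µM dose plus 0.02–20 µM confirmation series | times = compound treatment 24 h, 37°C, 5% CO2 | technique = beta-catenin immunofluorescence imaging with DAPI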
Dynein cargo inh – blocks dynein driven cargo transport along microtubules; 3617.4 mouse cells, GR-EGFP nuclear translocation imaging; test concentration mostly 20 µM; stimulated with dexamethasone, 1 µM; active compounds read low; z-score, hits read low; 220,000 compounds, 0.47% hits;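 active = plate z-score of nuclear minus cytoplasmic receptor signal below a set negative limit, without overly bright fluorescence or cell loss, cut at about -3.5 in these data, passing the limit was not always enough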;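 note: z-score of nuclear minus cytoplasmic ring GR-EGFP intensity difference per well; some compounds called inactive have numbers as strong as hits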
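Buffer or medium – tet-free medium with charcoal-stripped serum · Signal – automated 10x imaging of fixed Hoechst-stained cells · Also added – dexamethasone agonist, 1.0 µM final, for 30 min · Incubation – induction 48 h, compound 1 h, agonist 30 min · Read-out – GR-EGFP nuclear translocation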
Dynein cargo inh cytoplasmic EGFP – also measured in Dynein cargo inh; calls as there; z-score; measured here: cytoplasmic GR-EGFP intensity; active compounds read high
Dynein cargo inh nuclear GR-EGFP – second read-out of Dynein cargo inh, no call of its own (marks repeat the call); z-score; measured here: nuclear GR-EGFP intensity;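 lower value marks the stronger effect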
Dynein cargo inh cell count – also measured in Dynein cargo inh; calls as there; z-score; measured here: cell count per field
Ins promoter up cell count – further read-out of Ins promoter up, marked with its call; cell count; measured here: cytotoxicity, nuclei count;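 total cells summed across four imaged fields per well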
Hep lipid drop cells 6.5 µM – recorded beside Hep lipid drop, whose call it bears; cell count; measured here: cell count, cytotoxicity flag;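 cells counted across two imaged fields per well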
b-catenin transl cell count 5 µM – further read-out of b-catenin transl, marked with its call; cell count; measured here: cell count, cytotoxicity flag
T cell HTS vesicle-bound % – recorded beside T cell HTS, whose call it bears; double positive events, %; measured here: CD8+ vesicle-bound cell fraction;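 binding gate set so that unloaded-vesicle control wells show 10% double positive cells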
MT stabilizer Hoechst-high % – second read-out of MT stabilizer, no call of its own (marks repeat the call); % Hoechst-high responders; measured here: nuclear condensation Hoechst responders;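 share of cells brighter than vehicle mean plus two SD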
MT stabilizer cytotoxicity % – recorded beside MT stabilizer, whose call it bears; toxicity, %; measured here: cytotoxicity by cell density;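 0% = mean cell density of plate MIN control wells and 100% = no cells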
Myeloid diff 2 GFP+ MAC1+ % – further read-out of Myeloid diff 2, marked with its call; GFP+ MAC1+ double positive, %; measured here: differentiation confirmed by MAC1 staining
* = called active by the depositor; i = inactive; ? = inconclusive; nt = no result given; + = active, no number.

SMILES	PMI inhibitors	Ins promoter up	Ins promoter up cell count	TNAP activation fold	T cell HTS	T cell HTS vesicle-bound %	MT stabilizer	MT stabilizer Hoechst-high %	MT stabilizer cytotoxicity %	Myeloid diff 2	Myeloid diff 2 GFP+ MAC1+ %	Hep lipid drop	Hep lipid drop cells 6.5 µM	b-catenin transl	b-catenin transl cell count 5 µM	Dynein cargo inh	Dynein cargo inh cytoplasmic EGFP	Dynein cargo inh nuclear GR-EGFP	Dynein cargo inh cell count
O=C(NCC1OCCc2ccccc21)C1COc2ccccc2O1 (stereo not drawn)	-8%	0.79	1311	1.1	i	38	2.4	1.5	0.4	i	0.2	-5	688	-0.9	1039	1.7	-0.1	0.55	-0.65
O=C(O)c1ccccc1C(=O)NCCc1c(C(=O)O)[nH]c2ccc(F)cc12	nt	0.16	964	nt	i	36	nt	nt	nt	i	0.4	-15	754	-1.3	1305	0.71	-0.16	0.78	-0.48
C/C(=N/NC(=O)c1ccc(Br)o1)C(C)C	-4%	0.55	1348	1.1	i	47	1.1	1.5	3.1	i	0.4	4	745	-1.8	540	-0.78	-0.31	-0.7	0.88
CCn1c(SCC(=O)Nc2nc3ccccc3s2)nc2c(c1=O)SC(C)C2 (stereo not drawn)	12%	-1.5	1280	1	i	30	4.4	4.7	0.7	nt	nt	nt	nt	-0.2	1331	-0.39	-0.31	-0.02	-0.012
CCOc1ccc(OCCCCN(C)C)cc1	-7%	1.1	1230	1.1	i	53	2.8	2.0	18	nt	nt	nt	nt	-6.6	1048	2.8	-0.15	1.6	-0.26
CC1(C)CNC(=O)c2sc(NC(=O)c3ccccc3Cl)nc2C1	19%	-0.32	1439	1.1	i	45	1.7	2.2	6.6	i	0.0	-2	761	-1.3	1059	-1.5	-0.26	-0.7	1.1
CCOc1ccc(NS(=O)(=O)c2cc(NC(=O)c3ccc(C)cc3)ccc2Cl)cc1	28%	0.84	892	1	i	29	21*	36*	52*	?	nt	-12	491	24	671	-0.18	-0.23	0.048	-0.28
O=C(C1CC(c2cccc(Br)c2)=NO1)N1CCc2ccccc2C1 (stereo not drawn)	5%	0.63	1344	1.1	i	35	2.8	1.6	5.4	i	1.4	nt	nt	0.5	1272	-0.61	-0.31	-0.95	0.68
CC(=O)c1ccc(N(C(=O)Cc2c[nH]c3ccccc23)C(C(=O)NC2CCCCC2)c2cccs2)cc1 (stereo not drawn)	16%	0.26	1418	1	i	21	3.5	1.7	9.6	i	1.9	nt	nt	-2.6	909	-0.43	-0.17	-0.35	1.6
CC12CCC(=O)N1C(C(=O)OCC(=O)Nc1cc(S(=O)(=O)N3CCCCC3)ccc1Cl)CS2 (stereo not drawn)	12%	nt	nt	1.1	i	36	2.5	2.3	6.0	i	0.4	0	615	-0.6	904	-0.57	0.95	0.54	-0.17
Cc1ccc(S(=O)(=O)NC(C)C(=O)Nc2ccc(C(N)=O)cc2)cc1 (stereo not drawn)	2%	-0.61	1258	1	i	28	4.0	2.8	5.3	i	1.0	0	767	1.8	1196	-0.34	-0.22	0.1	-0.8
O=c1oc2ccccc2c2c1ncn2-c1ccccc1	7%	-0.23	1240	1.1	i	11	3.0	1.3	5.5	i	7.4	23	760	nt	nt	-0.29	-0.096	0.47	-0.25
COc1ccccc1OCCOc1ccc(C(=O)c2ccccc2)cc1	12%	-0.13	1222	1.1	i	42	3.7	1.7	5.2	i	1.2	2	658	3.6	525	0.71	0.17	0.65	-0.46
O=C(Nc1sc2c(c1C(=O)O)CCC2)c1cccs1	18%	0.06	1299	1.1	i	57	6.3	3.4	4.2	i	0.7	-5	760	1.3	1130	-0.12	-0.33	0.014	0.025
CS(=O)(=O)Nc1cccc(C2=NN(S(C)(=O)=O)C(c3ccccc3)C2)c1 (stereo not drawn)	-36%	nt	nt	1	i	32	2.2	1.8	6.7	i	0.6	-1	678	0.0	1076	-1.1	-0.29	-0.53	0.62
CC(C)C1Nc2ccc(C(=O)O)cc2C2C=CCC21 (stereo not drawn)	-32%	0.26	1429	1.1	i	44	1.2	1.1	7.3	i	1.6	10	748	0.1	1014	0.096	-0.31	0.38	0.28
COCCNC(=O)/C(C#N)=C/c1ccc(-c2ccc(OC)cc2[N+](=O)[O-])o1	6%	-0.34	1350	0.9	i	44	2.1	1.8	3.8	i	0.7	nt	nt	2.2	1296	-0.17	-0.19	-0.26	0.08
Cc1ccccc1-n1c(C)cc(/C=C2/C(=N)N3C(c4ccccc4)=CSC3=NC2=O)c1C	13%	-0.57	2037	1.2	i	29	7.2	1.4	5.9	i	2.7	-5	497	-0.1	961	-1.7	-0.3	-0.97	1.9
Oc1c(C(c2ccccc2)N2CCCCC2)sc2ncnn12 (stereo not drawn)	-8%	0.75	1032	1	i	25	1.8	1.8	3.0	i	2.1	3	728	-1.7	964	-0.76	-0.11	-0.18	0.37
CC(=O)Nc1nc2ccc(NC(=O)c3ccco3)cc2s1	7%	0.13	1024	1.1	i	21	1.4	1.7	8.0	i	1.0	8	809	-3.9	891	-0.095	-0.072	0.33	0.34
COc1cc2c(cc1NC(=O)COC(=O)[C@@H](NS(=O)(=O)c1cccc(Cl)c1)C(C)C)oc1ccccc12	17%	nt	nt	1.1	i	30	2.7	2.4	5.5	i	1.0	-11	554	2.8	954	0.27	0.2	0.16	-0.31
O=C(NCCCn1ccnc1)C(=O)NCC(c1ccco1)N1CCN(c2ccc(F)cc2)CC1 (stereo not drawn)	-3%	-0.35	1264	1.1	i	18	7.2	3.2	5.2	i	0.1	5	719	-2.0	1022	0.28	0.27	0.9	-0.86
Fc1ccccc1COc1ccccc1CNCc1ccncc1	0%	0.24	1393	1	i	14	3.5	2.3	6.5	i	0.6	nt	nt	-0.5	1204	-0.023	-0.19	0.53	-0.036
Cc1c(C(=O)N2CCN(c3ccccc3)CC2)sc2ncnc(N3CCC(C)CC3)c12	21%	-0.4	1856	1.1	i	44	2.5	1.7	6.7	nt	nt	3	646	1.6	1061	0.7	-0.23	0.74	0.83
O=C(Nc1ccccc1N1CCOCC1)c1ccc(Cl)nc1	-17%	0.37	1222	1.2	i	49	3.6	1.8	11	i	1.6	0	683	1.0	1082	0.42	-0.24	-0.17	-0.73
CC(C)N(CCNC(=O)C1CCN(S(=O)(=O)N2CCOCC2)CC1)Cc1ccccc1	-12%	nt	nt	1	i	10	6.2	1.9	15	nt	nt	nt	nt	nt	nt	0.17	-0.35	0.38	0.14
CCOC(=O)C(C)(C)N(Cc1ccc(Cl)cc1)S(=O)(=O)c1ccc(Cl)c([N+](=O)[O-])c1	3%	0.5	1172	1.1	i	45	22	2.6	61	nt	nt	-13	747	-5.0	600	-1.7	-0.011	-0.34	0.65
COc1ccc(NC(=O)c2ccc(COc3ccccc3)o2)cc1	5%	-0.02	1470	1.1	i	20	2.1	1.6	1.4	i	1.2	nt	nt	-1.4	1189	0.21	-0.026	-0.69	0.99
Cc1cccc(NC(=S)NNC(=O)c2nn(C)cc2Cl)c1	7%	0.13	1622	1.8	i	22	2.0	1.5	6.6	i	1.5	nt	nt	-0.8	1400	0.57	-0.19	0.93	0.089
CS(=O)(=O)Nc1ccc(-c2n[nH]c(=S)n2-c2ccccc2)cc1	-4%	-0.62	1279	0.9	i	49	6.6	2.9	6.4	i	12	0	785	-0.1	1084	-0.35	-0.18	0.011	0.17
COC(=O)Cc1c(C)c2ccc(OC(C)C)cc2oc1=O	nt	-0.23	1038	nt	i	26	nt	nt	nt	i	0.2	3	680	-0.2	1247	-0.28	-0.23	0.47	0.25
CCCOC(=O)Nc1sc2c(c1C(N)=O)CCCC2	3%	0.91	1723	1.1	i	29	2.4	1.2	0.3	i	0.7	28	683	2.5	975	0.98	0.021	0.92	-0.56
Cc1ccc(C(=O)O)cc1S(=O)(=O)N1CCOCC1	8%	0.55	1874	1.2	i	56	1.3	0.3	20	i	2.4	-2	656	-1.4	1107	0.92	-0.25	0.52	1.2
COc1ccccc1NC(=O)CCC(=O)c1ccc(-c2ccccc2)cc1	14%	0.29	1350	1.2	i	46	2.5	2.3	11	+	0.8*	5	672	-0.4	972	0.89	-0.24	0.73	-0.96
